# Bioassay records: PubChem BioAssay, National Center for Advancing Translational Sciences (NCATS)
# DRD3 antagonist: D3 dopamine receptor (human) antagonism; D3R cells, DiscoveRx beta-arrestin luminescence, antagonist mode; hits give low values; max response, negative = inhibition, %; hit rate 2.5% among 360,000; in the data active = max response below about -50%; inconclusive = no clear call, values can overlap the other calls; note: % is set by controls: 0 for no effect and ±100 for the full control effect; mostly tested at two doses, the higher about 12 µM
# Target sequence (P35462 whole entry, looked up): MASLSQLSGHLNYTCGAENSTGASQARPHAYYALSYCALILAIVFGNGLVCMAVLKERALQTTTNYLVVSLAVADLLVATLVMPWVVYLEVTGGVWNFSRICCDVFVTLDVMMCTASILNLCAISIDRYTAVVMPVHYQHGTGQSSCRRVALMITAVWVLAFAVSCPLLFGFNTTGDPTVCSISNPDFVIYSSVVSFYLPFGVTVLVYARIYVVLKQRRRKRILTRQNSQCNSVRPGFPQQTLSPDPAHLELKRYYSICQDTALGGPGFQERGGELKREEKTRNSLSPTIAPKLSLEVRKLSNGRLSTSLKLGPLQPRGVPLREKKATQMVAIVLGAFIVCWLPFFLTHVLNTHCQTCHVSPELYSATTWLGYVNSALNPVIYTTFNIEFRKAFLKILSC
#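 Cells expressing the human receptor were seeded at 1500 cells/well, incubated overnight at 37 degrees C in 5% CO2, then exposed to library compounds with dopamine controls for 90 minutes at 37 degrees C before luminescent detection.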
# DRD3 agonist: agonists of human D3 dopamine receptor | AID 652048 | D3R DiscoveRx beta-arrestin cells, luminescence, 90 min | max activation, % | hit rate 0.58% among 410,000 | P35462; in the data active = max activation above about 30%; note: 0% is about no effect; mostly tested at two doses, the higher about 12 µM
#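 Agonist mode: compounds and dopamine controls were applied to plated cells for 90 min at 37 degrees C after an overnight attachment at 1500 cells/well. Luminescent read-out followed 30 - 60 minutes at room temperature with DiscoveRx detection reagent.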
# PTHR1 ag: activates the human parathyroid hormone receptor PTHR1; HEK293 GP2 PTHR1 cells, GloSensor cAMP luminescence, 1 h; Potency, µM (titrated, usually from 115 µM), for inactives: at the highest dose activation, actives largely listed as activators; hit rate 0.075% among 410,000; AID 743266; note: potency is the fitted concentration of half-maximal effect; nearly all actives have a fitted effect of over 55% in size; some results filed as inactive show a strong effect at the top dose; inactives centre near -15; many of its hits are not listed in these tables
#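 HEK-293-derived GP2 cells expressing PTHR1 and a GloSensor cAMP reporter, 3,000/well, plated overnight, given luciferin plus IBMX (each 0.5 mM as added) for 1 h at 37 °C, then compound for 1 h at 37 °C. Luminescence was read after 15 min at room temperature.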
# GLP1R ag: GLP-1 receptor (human) agonism; HEK293 GLP-1R CRE-luciferase, luminescence, 4-6 h; cells express a hypersensitive GLP-1R form; Potency, µM (doses to about 45.6 µM), for inactives: at the highest dose activation, most hits filed as activators; hit rate 0.007% among 380,000; AID 624172; note: potency is the fitted concentration of half-maximal effect; % of control where 0% means no effect
# Target sequence (P43220 whole entry, looked up): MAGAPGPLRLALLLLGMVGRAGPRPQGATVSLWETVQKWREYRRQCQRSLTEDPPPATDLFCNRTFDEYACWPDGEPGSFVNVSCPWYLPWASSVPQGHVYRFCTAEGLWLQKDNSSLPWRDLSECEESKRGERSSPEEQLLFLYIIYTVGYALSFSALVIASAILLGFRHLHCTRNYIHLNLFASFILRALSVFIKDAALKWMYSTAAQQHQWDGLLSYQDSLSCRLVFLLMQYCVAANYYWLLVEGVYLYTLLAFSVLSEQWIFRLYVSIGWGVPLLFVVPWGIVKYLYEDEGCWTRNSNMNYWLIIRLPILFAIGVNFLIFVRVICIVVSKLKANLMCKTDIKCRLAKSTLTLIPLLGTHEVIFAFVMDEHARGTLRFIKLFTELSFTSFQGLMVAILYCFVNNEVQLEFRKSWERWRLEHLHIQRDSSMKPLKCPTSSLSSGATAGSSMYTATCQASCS
# KB-V1 MDR tox: KB-V1 MDR subline cytotoxicity. hit rate 3.4% among 400,000. Potency, µM (highest dose often 46.1 µM), for inactives: top-dose activity change, negative = cytotoxicity, most hits filed as cytotoxic. KB-V1 MDR cells viability, CellTiter-Glo, 72 h; note: potency is the fitted concentration of half-maximal effect; % is set by controls: 0 for no effect and ±100 for the full control effect; nearly all actives have a fitted effect of over 60% in size
#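 Luminescent ATP read-out (CellTiter-Glo, 10 min) measures survival of drug-selected KB-V1 MDR cells after 72 h, 37 degrees C compound exposure. Medium: phenol-red-free DMEM, 10% FBS. Values from fitted concentration-response curves.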
# aSyn yeast inh: rescues yeast growth from alpha-synuclein toxicity | Yeast expressing alpha-synuclein, growth rescue, BacTiter-Glo, 24 h | Potency, µM (top dose mostly 46.1 µM), for the others: top-dose growth rescue (activation), most hits filed as activators | hit rate 0.14% among 370,000; note: potency is the fitted concentration of half-maximal effect; % of control where 0% means no effect; nearly all actives have a fitted effect of over 65% in size
#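 Screening used galactose-induced yeast with toxic alpha-synuclein levels, exposed to compound for 24 hr at 30 deg C. Cell growth, read with BacTiter-Glo luminescence, gave the measured signal.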
# HEK293 tox: cytotoxicity in counter-screen for GLP-1R inverse agonists; HEK293 cAMP-luciferase reporter cells, luminescence, 24 h; Potency, µM (series often up to 38.3 µM), for inactives: at the top dose activity change, negative = inhibition, most hits filed as inhibitors; hit rate 0.13% among 410,000; AID 624418;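 note: loss of luciferase light is scored as toxicity; potency is the fitted concentration of half-maximal effect; % is set by controls: 0 for no effect and ±100 for the full control effect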
#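 To flag toxic compounds, the library was rerun on cells for 24 hr at 37 deg C and 5% CO2. Viability-linked luminescence was captured 12 min after adding luciferase detection reagent.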
# TDP-43 yeast inh: rescues yeast growth from TDP-43 toxicity | TDP-43 expressing yeast growth rescue, BacTiter-Glo, 24 h | Potency, µM (doses to about 46.1 µM), without a hit: at the top dose growth rescue (activation), actives largely listed as activators | hit rate 1.8% among 410,000 | AID 652104; note: potency is the fitted concentration of half-maximal effect; % of control where 0% means no effect; nearly all actives have a fitted effect of over 50% in size
#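 Readout is BacTiter-Glo luminescence of cell growth, so inhibitors register as activators. TDP-43-expressing yeast at OD600=0.02 in galactose medium, after raffinose pregrowth to mid-log, were incubated with compound for 24 hr at 30 deg C.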
# GLP-1R inv ag: GLP-1 receptor (human) inverse agonism | HEK293 GLP-1R CRE-luciferase, luminescence, 24 h; GLP-1R form is constitutively active | hit rate 1.6% among 410,000 | Potency, µM (highest dose often 38.3 µM), inactives show at the highest dose activity change, negative = inhibition, hits mostly inhibitors | P43220; note: potency is the fitted concentration of half-maximal effect; % is set by controls: 0 for no effect and ±100 for the full control effect; nearly all actives have a fitted effect of over 55% in size
#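 Inverse agonists were sought by their lowering of basal cAMP reporter luciferase output in HEK293 cells stably carrying constitutively active human GLP-1R, after 24 h compound treatment.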
# * marks the source's active call; other numbers are inactive results; i = inactive; ? = inconclusive; · = no result given; [ ] = another dose, or the depositor's remark. Unless noted, calls come from the whole dose curve; as a rule, active = well fitted curve in the direction sought with a large enough effect; inconclusive = small, poorly fitted or top-dose-only effect, or another doubt; inactive = no such curve, though single readings can be large; an effect the other way counts as inactive or inconclusive.
SMILES,DRD3 antagonist,DRD3 agonist,PTHR1 ag,GLP1R ag,KB-V1 MDR tox,aSyn yeast inh,HEK293 tox,TDP-43 yeast inh,GLP-1R inv ag
Cc1ccc(-n2c(/C=C/c3c(C)n(C)c4ccccc34)nc3ccccc3c2=O)cc1,·,1,-20%,·,-5%,·,1%,21%,7%
CCc1cccc2c(C(=O)CSc3nncn3-c3ccccc3OC)c[nH]c12,-8,6,-31%,-6%,11%,3%,-1%,-7%,0%
Cc1cccc(C(=O)NNC(=O)C2CC2)c1,-3,-7,i,0%,?,-1%,2%,-1%,6%
Cc1cc(C)cc(Nc2cnn(C34CC5CC(CC(CC(=O)O)(C5)C3)C4)c(=O)c2Cl)c1,8,10,i,-1%,4%,-8%,-12%,-16%,-19%
CC(C)c1cc(C(=O)NC2CCCCCC2)c2ccccc2n1,-23,-1,-4%,6%,-27%,-4%,1%,-4%,?
Cc1ccccc1OCC(=O)OCC(=O)NC1CC1,-9,-6,-10%,6%,-2%,-6%,7%,12%,-3%
O=C1Nc2cc(C(=O)NCC3CCCO3)ccc2S/C1=C/c1ccccc1F (stereo not given),8,-4,-40%[inhibitor],0%,-29%,5%,1%,4%,?
CCOc1ccc(S(=O)(=O)N(CC(=O)N2CCC(C(N)=O)CC2)c2ccc(F)cc2)cc1,-2,-8,9%,2%,-3%,-6%,-2%,-14%,-19%
COc1cc2c(cc1OC)[C@H](C)N(C(=O)COc1ccccc1)CC2,3,6,-33%[inhibitor],16%,-26%,·,2%,·,28%
COC(=O)c1cc(S(=O)(=O)Nc2cccc(OC)c2)cn1C,3,3,-70%[inhibitor],3%,-26%,9%,-17%,14%,9%
Cc1ccc(C)c(S(=O)(=O)N2CCN(C(=O)c3cnccn3)CC2)c1,21,-11,-7%[57.5 µM],-14%,?,-15%,-14%,-3%,-6%
CCNC(=O)N1C(CC(=O)OCC)C(=O)NC2CCCCC21 (stereo not given),-5,1,0%[57.5 µM],-3%,13%,-3%,-8%,5%,6%
COc1ccccc1N(C(C)=O)C1SC(=O)N(c2ccccc2)C1=O (stereo not given),-10,-3,i,-8%,19%,-10%,-12%,-1%,0%
Cc1ccccc1NC(=O)Cc1nc(COC(=O)CNS(=O)(=O)c2cccc(Br)c2)cs1,-4,0,i,-4%,3%,-6%,-1%,19%,-5%
COc1ccc(-n2c(=S)[nH]c3cc(C(=O)NCc4ccc(F)cc4)ccc3c2=O)c(OC)c1,-19,-9,-27%,-1%,-4%,1%,-9%,-12%,?
CCn1c2c(c(=O)n3ncc(C(=O)Nc4cc(Cl)ccc4OC)c13)CN(Cc1ccc(OC)cc1)CC2,·,5,-42%[inhibitor],·,5%,·,-11%,26%,-7%
CC(=O)c1ccc(OCc2cc(C(=O)N3CCN4CCCC4C3)no2)cc1 (stereo not given),0,-7,i,-7%,·,4%,-20%,21%,8%
Nc1c(C(=O)CSc2n[nH]c(-c3ccccc3Br)n2)c(=O)[nH]c(=O)n1C1CC1,17,2,-9%,-2%,8%,0%,5%,18%,10%
CCOC(=O)/C(C#N)=C/Nc1ccsc1C(C)=O,10,7,i,8%,-5%,4%,5%,0%,42%[activator]
CN(Cc1nc2ccccc2n1C)S(=O)(=O)c1ccc(F)cc1,21,5,-4%,-4%,?,1%,-5%,5%,-4%
CN(C)S(=O)(=O)c1ccc(Cl)c(NC(=O)COC(=O)CCC(=O)c2cccs2)c1,3,7,-19%,2%,?,3%,-11%,7%,9%
CC(C)n1cnc2c(Nc3cccc(Cl)c3)nc(N(CCO)CCCO)nc21,55,-6,-34%[inhibitor],-2%,?,1%,4%,19%,10µM*
Cc1cc(/C=N/NC(=O)c2ccsc2)c(C)n1-c1cnccn1,?,1,-31%,0%,-17%,5%,6%,13%,4%
O=C(COC(=O)CNC(=O)c1ccccc1Cl)NC1CCCC1,-11,-3,-17%,5%,8%,-4%,14%,-33%[inhibitor],5%
COc1ccc(CCCC(=O)N/N=C/c2ccccc2OC)cc1,-4,1,-65%[inhibitor],6%,8%,-9%,1%,4%,-1%
C=CCn1c(C)cc(C(=O)COC(=O)COc2ccccc2C#N)c1C,14,0,i,-6%,3%,12%,8%,?,10%
CCn1ccc(C(=O)Nc2ccc(N(C)C(C)=O)cc2)n1,19,3,-22%[57.5 µM],3%,3%,-1%,-14%,-2%,15%
COc1cccc(CN2CC(C(=O)N(C)CC3CCOCC3)CCC2=O)c1 (stereo not given),24,1,i,-4%,·,-1%,6%,-1%,5%
CC(Oc1ccccc1)C(=O)N(CCC1=CCCCC1)c1c(N)n(Cc2ccccc2)c(=O)[nH]c1=O (stereo not given),-7,-14,-52%[inhibitor],2%,-20%,6%,-8%,-1%,?
O=C(Nc1ccc(F)cc1)C(=O)c1cn(CC(=O)N2CCOCC2)c2ccccc12,8,6,-3%,2%,-21%,2%,-24%,-12%,-26%
COc1ccc(NC(=O)C(=O)c2cn(CC(=O)N3CCCC3)c3ccccc23)cc1OC,0,-7,-18%,11%,·,1%,?,0%,-10%
Cc1cc(N2CCN(c3ccc(F)cc3)CC2)nc(-c2ccccc2)n1,1,-3,i,-2%,-23%,-18%,-2%,-1%,?
CCOc1ccccc1C(=O)Nc1cc(OC)ccc1OC,5,3,-23%,6%,15µM*,22%,-4%,?,?
O=c1ccccn1Cc1ccccc1F,12,2,i,-14%,7%,-1%,2%,6%,-12%
COc1ccc(OC)c(NC(=O)C2(C)CCN2C(=O)CCC2CCCC2)c1 (stereo not given),2,5,-17%,5%,2%,21%,0%,?,?
CCOC(=O)CSc1nnc(CSc2nc3ccccc3c(=O)[nH]2)n1-c1ccccc1,-5,-2,i,9%,2%,-1%,6%,0%,2%
Cc1cccc(NC(=S)N(CCCN(C)C)Cc2cc3cc4c(cc3[nH]c2=O)OCO4)c1,-5,-8,i,1%,18%,-3%,-2%[7.66 µM],7%[9.22 µM],-27%[7.66 µM]
CCN1C(=O)N[C@H](c2ccccc2)C(C(C)=O)=C1C,-2,2,i,15%,16%,0%,9%,3%,1%
Cc1ccc(S(=O)(=O)N2CCOCC2)cc1C(=O)NC1CCSc2ccccc21 (stereo not given),-15,-5,-69%[inhibitor],7%,-13%,10%,-28%,-2%,3%
Cc1ccc(C(=O)N2CCN(S(C)(=O)=O)C2)cc1,-5,2,i,0%,19%,1%,6%,-5%,-11%
CN(C)CCNC(=O)CNC(=S)N(Cc1ccccc1)Cc1cccnc1,19,-11,-20%,4%,?,-1%,8%,-14%,12%
Cc1ccc(S(=O)(=O)N2CCCCC2)cc1NC(=O)COC(=O)c1ccccc1F,12,2,-44%[inhibitor],5%,?,2%,-2%,-15%[1.82 µM],-24%
CC1=Nc2cc(C(=O)NCCCN3CCN(C)CC3)ccc2Sc2ccc(C)cc21,-2,4,-20%,-1%,-12%,0%,-4%,2%,?
COc1ccc(N=C(C)C2C(=O)c3ccccc3C2=O)cc1,25,-3,-90%[inhibitor],-5%,-21%,-3%,-7%,-2%,?
C=CCn1c(SCC(=O)NCC2CCCO2)nc2sc(CC)cc2c1=O (stereo not given),10,-10,-41%[inhibitor],7%,-1%,2%,-12%,17%,7%

# Structures listed so far that contain fluorine (8):
SMILES,DRD3 antagonist,DRD3 agonist,PTHR1 ag,GLP1R ag,KB-V1 MDR tox,aSyn yeast inh,HEK293 tox,TDP-43 yeast inh,GLP-1R inv ag
O=C1Nc2cc(C(=O)NCC3CCCO3)ccc2S/C1=C/c1ccccc1F (stereo not given),8,-4,-40%[inhibitor],0%,-29%,5%,1%,4%,?
CCOc1ccc(S(=O)(=O)N(CC(=O)N2CCC(C(N)=O)CC2)c2ccc(F)cc2)cc1,-2,-8,9%,2%,-3%,-6%,-2%,-14%,-19%
COc1ccc(-n2c(=S)[nH]c3cc(C(=O)NCc4ccc(F)cc4)ccc3c2=O)c(OC)c1,-19,-9,-27%,-1%,-4%,1%,-9%,-12%,?
CN(Cc1nc2ccccc2n1C)S(=O)(=O)c1ccc(F)cc1,21,5,-4%,-4%,?,1%,-5%,5%,-4%
O=C(Nc1ccc(F)cc1)C(=O)c1cn(CC(=O)N2CCOCC2)c2ccccc12,8,6,-3%,2%,-21%,2%,-24%,-12%,-26%
Cc1cc(N2CCN(c3ccc(F)cc3)CC2)nc(-c2ccccc2)n1,1,-3,i,-2%,-23%,-18%,-2%,-1%,?
O=c1ccccn1Cc1ccccc1F,12,2,i,-14%,7%,-1%,2%,6%,-12%
Cc1ccc(S(=O)(=O)N2CCCCC2)cc1NC(=O)COC(=O)c1ccccc1F,12,2,-44%[inhibitor],5%,?,2%,-2%,-15%[1.82 µM],-24%

# Complete entries, quoted from the list:
# Record of `Cc1ccc(S(=O)(=O)N2CCCCC2)cc1NC(=O)COC(=O)c1ccccc1F` = DRD3 antagonist: 12; DRD3 agonist: 2; PTHR1 ag: -44%[inhibitor]; GLP1R ag: 5%; KB-V1 MDR tox: ?; aSyn yeast inh: 2%; HEK293 tox: -2%; TDP-43 yeast inh: -15%[1.82 µM]; GLP-1R inv ag: -24%
# Record of `CC1=Nc2cc(C(=O)NCCCN3CCN(C)CC3)ccc2Sc2ccc(C)cc21` = DRD3 antagonist: -2; DRD3 agonist: 4; PTHR1 ag: -20%; GLP1R ag: -1%; KB-V1 MDR tox: -12%; aSyn yeast inh: 0%; HEK293 tox: -4%; TDP-43 yeast inh: 2%; GLP-1R inv ag: ?

# The list is partial; rates above refer to the full screens.
